Bioassay records: PubChem, National Center for Advancing Translational Sciences (NCATS)
PKM2 activator: activators of human pyruvate kinase M2 | P14618 | purified PKM2, Kinase-Glo ATP luminescence, activation; response scale: 0% is enzyme alone, no compound | Potency, µM (titrated, usually from 57.5 µM), without a hit: top-dose activation, actives largely listed as activators | 0.34% of 260,000 active | AID 1631; note: potency is the fitted concentration of half-maximal effect; % is set by controls: 0 for no effect and ±100 for the full control effect; nearly all actives have a fitted effect of over 55% in size
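hPK-M2, >95% pure; 0.1 mM ADP / 0.5 mM PEP final; imidazole pH7.2 buffer w/ 7 mM MgCl2, 50 mM KCl; 1 h RT; Kinase-Glo lum. Intermediate enzyme activity for dual inhibitor/activator qHTS.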
hERG WT inh: blocks the wildtype human KCNH2 potassium channel; Q12809; U2OS, BacMam KCNH2, thallium flux FluxOr; active compounds read low; activity change, % at 1.84 µM; 0.37% of 340,000 active; AID 720551;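 active = maximum activity change below -70%; inconclusive = maximum activity change between -70% and -50%; inactive = maximum activity change above -50%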; note: % is set by controls: 0 for no effect and ±100 for the full control effect
Target sequence (Q12809 whole entry, looked up): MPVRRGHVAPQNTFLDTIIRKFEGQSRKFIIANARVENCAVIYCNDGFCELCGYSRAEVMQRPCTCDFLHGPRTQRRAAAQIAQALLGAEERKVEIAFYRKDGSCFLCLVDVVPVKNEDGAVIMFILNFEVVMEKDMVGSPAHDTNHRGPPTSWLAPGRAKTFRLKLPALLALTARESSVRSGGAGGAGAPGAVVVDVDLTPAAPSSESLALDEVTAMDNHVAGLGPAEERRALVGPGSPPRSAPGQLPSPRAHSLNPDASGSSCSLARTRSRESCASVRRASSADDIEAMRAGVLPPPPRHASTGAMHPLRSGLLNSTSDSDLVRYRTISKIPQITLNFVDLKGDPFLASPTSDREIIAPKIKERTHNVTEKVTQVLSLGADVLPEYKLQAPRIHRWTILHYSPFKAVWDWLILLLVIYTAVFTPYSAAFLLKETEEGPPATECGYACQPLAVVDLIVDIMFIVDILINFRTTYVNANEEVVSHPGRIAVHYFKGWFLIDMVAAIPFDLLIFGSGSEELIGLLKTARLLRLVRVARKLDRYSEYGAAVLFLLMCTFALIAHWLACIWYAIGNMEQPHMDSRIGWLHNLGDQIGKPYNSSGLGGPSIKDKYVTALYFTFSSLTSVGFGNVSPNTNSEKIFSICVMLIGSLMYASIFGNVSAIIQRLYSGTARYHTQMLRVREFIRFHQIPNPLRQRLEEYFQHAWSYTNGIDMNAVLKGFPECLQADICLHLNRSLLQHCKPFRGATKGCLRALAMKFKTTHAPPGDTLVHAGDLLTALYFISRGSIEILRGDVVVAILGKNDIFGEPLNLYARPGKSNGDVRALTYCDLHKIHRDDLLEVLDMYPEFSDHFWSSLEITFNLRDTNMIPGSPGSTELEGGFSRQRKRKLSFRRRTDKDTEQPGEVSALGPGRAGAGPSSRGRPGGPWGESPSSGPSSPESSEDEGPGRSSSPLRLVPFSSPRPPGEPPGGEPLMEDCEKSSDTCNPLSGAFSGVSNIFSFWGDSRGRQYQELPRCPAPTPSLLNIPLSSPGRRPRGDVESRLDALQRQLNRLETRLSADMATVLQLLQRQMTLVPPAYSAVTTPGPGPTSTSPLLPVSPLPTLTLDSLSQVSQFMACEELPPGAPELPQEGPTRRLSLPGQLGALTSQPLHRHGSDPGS
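U2OS cells were transduced with wild-type KCNH2 virus (2.03 x 10^8 / mL) for 4 h at room temperature, then cultured overnight at 37 C. Thallium flux was read with FluxOr dye. Rate constants were normalized to DMSO controls.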
Eya2 inh: inhibitors of human Eya2 phosphatase activity; O00167; recombinant Eya2, OMFP fluorescence dephosphorylation (OMFP is methylfluorescein phosphate); Potency, µM (top dose mostly 76.9 µM), for inactives: at the highest dose activity, negative = inhibition, hits mostly inhibitors; 0.006% of 330,000 active; AID 488837; note: potency is the fitted concentration of half-maximal effect; % is set by controls: 0 for no effect and ±100 for the full control effect
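Eya2 (0.2 uM) preincubated 10 min at ambient with compound, then OMFP substrate added at 50 uM; 10 min reaction in 50 mM HEPES pH 7.5, 50 mM NaCl, 5 uM MgCl2, 0.05% BSA, 1 mM DTT. Fluorescence read at Ex 485/Em 525 nm.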
BCR signal inh: blocks chronic active B-cell receptor signaling; ABC-DLBCL IkBa-CBG/CBR reporter, luminescence ratio, 4 h; Potency, µM (doses to about 46.1 µM), without a hit: at the top dose ratio change, negative = lower green/red ratio, usual class: inhibitors; 0.05% of 340,000 active; active = well fitted inhibition curve with a large enough effect in the signal ratio, with a control signal flat, not every such curve was filed as active; inconclusive = small, poorly fitted or top-dose-only effect, or effect the other way, or a change in a side signal; the % refers to the signal ratio;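 note: potency is the fitted concentration of half-maximal effect; plate controls were basal doxycycline-induced cells for no effect and cells given 10 µM MG132 for full effect; MG132 reads +100%, hits lower the ratio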
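Cell line TMD8 (human ABC DLBCL), stably expressing tet-inducible CBG68-IkBa fusion and CBR; IMDM/0.5% FBS; cpd up to 46 uM; dox induction, 4 h, 37C/5% CO2; dual luminescence; green/red ratio; MG132 control.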
Mito fusion act: inhibitors of mitochondrial division or activators of mitochondrial fusion; S. cerevisiae fusion-defective mutant growth rescue, CellTiterGlo 48 h; Potency, µM (doses to about 46.1 µM), without a hit: top-dose growth rescue (activation), most hits filed as activators; 0.23% of 320,000 active; AID 485298;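 note: potency is the fitted concentration of half-maximal effect; % of control where 0% means no effect; nearly all actives have a fitted effect of over 45% in size; temperature-sensitive fusion mutants such as fzo1-1 at 37 °C on non-fermentable ethanol glycerol medium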
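Read-out: ATP-based luminescence (CellTiterGlo, 10 min ambient) reporting growth of fusion-defective ts yeast after 48 hours at 37C on glycerol/ethanol YPEG medium in the presence of compound.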
Menin MLL FP TR: displaces Texas Red mutant MLL peptide from human menin | Menin + Texas Red MLL mutant peptide, fluorescence polarization | Potency, µM (top dose mostly 61.6 µM), inactives show at the top dose FP activity change, negative = inhibition, hits mostly inhibitors | 0.23% of 270,000 active | AID 1768; active = well fitted inhibition curve with a large enough effect in the polarisation, with a control signal flat, not every such curve was filed as active; inconclusive = small, poorly fitted or top-dose-only effect, or effect the other way, or a change in a side signal; inactive = no such curve, though single readings can be large or run the other way; the % refers to the polarisation; note: potency is the fitted concentration of half-maximal effect; % of control where 0% means no effect; many of its hits are not listed in these tables
GALK inhibitor: blocks human galactokinase activity; 0.007% of 270,000 active; AID 1868; Purified GALK, Kinase-Glo residual ATP luminescence; P51570; Potency, µM (doses to about 57.5 µM), for inactives: top-dose activity change, negative = inhibition, hits mostly inhibitors; note: potency is the fitted concentration of half-maximal effect; % is set by controls: 0 for no effect and ±100 for the full control effect
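Quantitative HTS: GALK 5 nM, ATP 35 uM, galactose 100 uM, 1 h room temperature, then luciferase-based ATP detection.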
USP2a block: inhibitors of human ubiquitin-specific protease USP2a; O75604; USP2 core, Ub-CHOP2 coupled fluorogenic reporter, 485/531; Potency, µM (doses to about 38.3 µM), inactives show top-dose activity change, negative = inhibition, usual class: inhibitors; 0.01% of 330,000 active; AID 463254;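 note: potency is the fitted concentration of half-maximal effect; plate controls were DMSO wells for no effect and full inhibition by NEM control for full effect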
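Cell-free coupled assay: 10nM USP2 core preincubated 30min RT with compound in Tris-HCl pH 8.0/CaCl2/CHAPS buffer, then 25nM Ub-CHOP2 and 25nM reporter substrate; fluorescence (Ex 485/Em 531) read after 60min RT, normalized to NEM inhibition, concentration-response curves fitted.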
MBNL1 CUG block: inhibitors of human MBNL1 binding to CUG repeat RNA | Q9NR56 | TR-FRET MBNL1-His/biotin-(CUG)12 binding, 665/545 ratio | Potency, µM (titrated, usually from 57.5 µM), for the others: top-dose activity change, negative = inhibition, hits mostly inhibitors | AID 2675 | 0.036% of 280,000 active; active = well fitted inhibition curve with a large enough effect in the signal ratio, with a control signal flat, not every such curve was filed as active; inconclusive = small, poorly fitted or top-dose-only effect, or effect the other way, or a change in a side signal; inactive = no such curve, though single readings can be large or run the other way; the % refers to the signal ratio; note: potency is the fitted concentration of half-maximal effect; % is set by controls: 0 for no effect and ±100 for the full control effect
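Ratiometric TR-FRET (665 over 545 nm, excitation 340 nm) tracks disruption of MBNL1-His/biotin-(CUG)12 complex after 60 min at room temperature, with compounds at 92 nM to 58 uM final.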
TSHR antagonist: antagonists of human thyroid stimulating hormone receptor. AID 504810. TSHR-expressing cells, TSH-stimulated cAMP HTRF, 2 h; active compounds read low. 0.2% of 330,000 active. P16473. activity change, negative = inhibition, % at 11.5 µM;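 active = activity change below a set negative limit, meaning inhibition stronger than a set level, cut at about -70% in these data; inconclusive = activity change between two set negative limits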; note: % is set by controls: 0 for no effect and ±100 for the full control effect
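TSHR-expressing cells, 200/well, pre-treated with compound, then stimulated with EC80 TSH (4nM final) for 2 hours at 37 deg C. cAMP measured by competitive HTRF: anti-cAMP cryptate antibody in lysis buffer plus cAMP-d2, read after 30 minutes at room temperature.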
ASM inhibitor: blocks human secretory acid sphingomyelinase; Potency, µM (doses to about 57.5 µM), for inactives: at the highest dose activity change, negative = inhibition, actives largely listed as inhibitors; 0.006% of 340,000 active; AID 504937; placental ASM, HMU-PC fluorogenic substrate, 60 min; P17405; note: potency is the fitted concentration of half-maximal effect
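Human placenta-derived ASM enzyme was preincubated with compound for 10 minutes at room temperature, then given fluorogenic substrate HMU-PC0 (9 uM final) for 60 minutes at 37 °C; a pH 10 stop preceded fluorescence reading at Ex 386/Em 447 nm.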
Starred values were filed as active, the others as inactive; ? = inconclusive; . = not tested or not shown; & = joins results of further samples; [ ] = dose if it differs, or a comment. Unless noted, calls come from the whole dose curve; as a rule, active = well fitted curve in the direction sought with a large enough effect; inconclusive = small, poorly fitted or top-dose-only effect, or another doubt; inactive = no such curve, though single readings can be large; an effect the other way counts as inactive or inconclusive.

structure	MBNL1 CUG block	Menin MLL FP TR	PKM2 activator	BCR signal inh	Eya2 inh	TSHR antagonist	hERG WT inh	Mito fusion act	ASM inhibitor	USP2a block	GALK inhibitor
Cn1c(=O)c2c(nc(SCC(=O)Nc3ccccc3N3CCCCC3)n2C)n(C)c1=O	2.4%	9.6%	1.3%	15.5%	-3.4%	-6.9	3.7	26.6%	-6.1%	-0.4%	-2.9%
Cc1ccc(S(=O)(=O)NCC(=O)OCC(=O)NCc2cccs2)cc1	.	.	.	-6.1%	3.8%	1.8	6.7	-1.0%	-0.6%	3.9%	.
COc1ccc(CCNC(=O)C(=O)NCC2OCCN2S(=O)(=O)c2ccc(Br)cc2)cc1 (configuration not stated)	3.1%	-4.9%	-1.4%	?	-2.9%	-1.3	2.2	4.5%	-3.3%	1.9%	2.7%
COc1cc(OC)cc(-c2c(C#Cc3ccsc3)c3cc(-c4ccc(SC)cc4)ccc3n2C)c1	.	.	.	4.3%	14.6%	26.7	-15.0	.	116.7%	2.2%	.
Cc1sc(N)nc1-c1c(C)n(C)c2ccccc12	-3.2%	-16.8%	.	1.4%	-25.0%	-3.7	5.5	9.7%	0.0%	2.7%	-2.8%
CCOc1ccc(N=C(C)c2ccccc2O)cc1	-1.0%[11.5 µM]	-5.5%	-7.0%	-0.5%	-3.6%	4.0	3.5	.	.	3.3%	.
O=C(CN1CCCC1)N1c2ccccc2Sc2ccccc21	5.2%	3.5%	-2.2%	-6.4%	14.5%	3.0	10.5	0.8%	5.1%	5.9%	0.2%
COc1ccc(-c2sc3cc(OC)ccc3c2-c2ccc(OCCN3CCOCC3)cc2)cc1	.	.	.	?	4.4%	2.2	1.2	.	-28.6%	-3.3%	.
COc1ccc(NC(C)=O)cc1S(=O)(=O)NC(C)c1ccc(-n2ccnc2)cc1 (configuration not stated)	.	.	.	?	-2.7%	6.2	-0.8	-7.2%	0.9%	-1.0%	.
COc1ccc(CCN2CC34C=CC(O3)C(C(=O)NCc3ccccc3Cl)C4C2=O)cc1OC (configuration not stated)	-1.7%	-0.8%	-6.0%	5.3%	2.7%	-1.3	-2.4	3.3%	5.8%	3.0%	-1.2%
CC1CCN(C(=O)C(C)Sc2nc(-c3ccccc3)cc(C(F)(F)F)n2)CC1 (configuration not stated)	-3.3%	.	3.9%	17.0%	-32.4%	-18.9	12.0	17.6%	-7.0%	1.3%	-2.2%
CN(C)S(=O)(=O)c1ccc(NC(=O)CSc2nnc(-c3ccco3)o2)cc1	.	.	.	0.8%	-12.1%	16.2	-13.6	.	-0.3%	0.3%	.
CCOc1ccc(NC(=O)C(c2ccccn2)N(C(=O)CCl)c2ccc(OC)cc2)cc1 (configuration not stated)	3.6%	?	-3.0%	?	-2.9%	-10.9	-0.6	-0.1%	-0.9%	0.9%	-5.8%
S=c1[nH]nc(-c2cc(-c3ccccc3)n[nH]2)n1/N=C/c1ccc(Br)s1	.	.	-3.0%	?	-6.5%	-9.5	2.1	14.2%	-24.5%	?	-8.7%
Cc1ccc(OCCC(=O)Nc2c(C)n(C)n(-c3ccccc3)c2=O)cc1	-7.1%	12.4%	-3.1%	13.9%	-10.9%	18.0	-0.7	-1.8%	-2.3%	0.4%	1.2%
CN(C)CCCN(C(=O)c1ccc(S(=O)(=O)N(C)Cc2ccccc2)cc1)c1nc2c(F)cccc2s1	-0.6%	.	-9.1%	0.3%	-17.1%	9.8	-5.1	-9.2%	-8.1%	-7.3%	5.2%
Cc1c(C)c2ccc(OCC(=O)Nc3ccc(CN4CCOCC4)cc3)cc2oc1=O	5.1%	-4.2%	1.6%[0.46 µM]	2.9%	3.6%	2.6	5.2	-8.4%	3.3%	1.8%	-1.8%
O=c1c2ccccc2ncn1Cc1ccco1	-7.3%	0.2%	-0.4%	2.8%	22.5%	2.0	-1.4	-4.0%	6.2%	-1.0%	3.0%
O=C(COC(=O)c1ccccc1N1C(=O)C2C3CCC(C3)C2C1=O)c1ccccc1 (configuration not stated)	.	1.3%	0.7%	-0.1%	3.0%	0.6	9.1	-2.2%	-0.2%	3.4%	0.1%
CCCc1cc(=O)oc2cc(C)cc(OCc3nn[nH]n3)c12	-6.9%	-0.8%	2.0%	17.6%	1.6%	-4.3	-3.1	1.5%	13.2%	-0.5%	3.4%
COc1ccc2sc(N(CCCN(C)C)C(=O)c3ccc(C(=O)c4ccccc4)cc3)nc2c1	.	.	.	1.7%	-22.4%	1.8	-29.5	11.4%	?	-1.0%	.
Cc1cc(C)c(NS(=O)(=O)c2c(C(=O)N3CCOCC3)c(C)n(C)c2C)c(C)c1	-5.5%	.	.	1.9%	-2.6%	10.5	11.4	-1.9%	0.4%	2.4%	0.6%
COc1ccc(S(=O)(=O)NC2CCCCC2)cc1F	-3.3%	.	.	-2.7%	-1.6%	43.5	-2.5	0.2%	1.3%	-1.3%	-6.1%
Oc1ccccc1O	.	6.6%	.	?	0.3%&7.5%	-12.0&-2.4	2.5	5.6%&-7.2%	-6.2%	1.7%	.
CN(C)c1cc[n+](CC(=O)Nc2c(Cl)cc(Cl)cc2Cl)cc1	?	12.5%	0.2%	?	-1.3%	5.6	0.6	-5.9%	1.1%	-1.6%	9.9%
CC1(C)SC2c3ccccc3C(=O)N2[C@@H]1C(=O)NCCCN1CCOCC1 (some centres not stated)	-2.6%	4.7%	-0.2%	15.4%	-14.8%	11.5	-8.5	-3.8%	-1.3%	-0.1%	-1.2%
O=[N+]([O-])c1ccc(N2CCN(CCO)CC2)cc1Sc1nc2ccccc2[nH]1	?	4.7%	-2.8%	-0.5%	-13.7%	5.1	5.7	-0.7%	-6.7%	0.0%	.
Cn1cccc1C(=O)OCC(=O)NC(=O)c1ccc(Cl)cc1	.	.	.	6.3%	-4.9%	4.9	-1.1	.	117.2%	0.7%	.
Cc1ccc(NC(=S)NCCc2c[nH]c3ccccc23)cc1	-0.8%	?	1.2%	4.4%	-7.3%	4.0	-0.7	-9.2%	-7.7%	-2.7%	-2.4%
O=S(=O)(NC(=NCCc1ccc(Cl)cc1)c1ccccc1Cl)c1cccs1	-2.6%	4.5%	-2.2%	13.2%	4.2%	-15.6	2.3	-2.0%	-5.0%	1.0%	-0.7%
Cc1c(OCC(=O)NC2CC(C)(C)NC(C)(C)C2)ccc2c3c(c(=O)oc12)CCC3	2.6%	.	.	0.1%	4.5%	5.5	-7.9	1.1%	-2.7%	3.4%	-5.5%
Nc1ccccc1SCc1c(Cl)cccc1Cl	1.1%	.	-0.6%	-14.2%	-14.0%	-15.2	-4.0	-7.9%	-2.3%	2.4%	-1.2%
CC1=NC(Nc2nc(C)c3ccccc3n2)=NC(C)(C)C1	-12.1%	-8.7%	-0.6%	0.4%	-1.1%	0.1	0.3	2.8%	-1.5%	3.6%	0.7%
O=C(CS(=O)c1ccc(Br)cc1)N1CCOCC1 (configuration not stated)	-3.2%	5.7%	.	-1.2%	?	26.3	4.4	2.3%	-2.0%	4.0%	-3.1%
COc1ccc(CCNC(=O)Cn2cnc3ccccc3c2=O)cc1OC	-12.4%	10.0%	1.1%	2.4%	-12.5%	15.5	-6.2	-3.3%	-0.5%	3.2%	-0.5%

Some of the compounds tested; rates above refer to the full screens.
